MsrA inhibitor = bovine MsrA inhibition; purified bovine MsrA, absorbance read-out; inhibition, % at 15.5 µM; hit rate 0.75% among 360,000; AID 651718; in the data active = inhibition above about 4.5%;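 also: 0% = vehicle wells with enzyme and 100% = reference inhibitor wells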
SKN-1 block = inhibitors of C. elegans SKN-1 | C. elegans VP596 Pgst-4::GFP/RFP ratio, acrylamide-induced, 24 h | inhibition, % at 21.8 µM | hit rate 0.49% among 360,000;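 active = interference check ratio from 0.5 to 1.5 plus GFP to RFP signal ratio inhibition reaching or exceeding a fixed threshold, cut at about 30% in these data, passing the limit was not always enough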; also: some compounds called inactive have numbers as strong as hits
NRP1-CendR mod = modulators of CendR peptide binding to human neuropilin-1 | inhibition, % at 25 µM | FAM-RPARPAR peptide binding to NRP-1, fluorescence polarization | hit rate 0.85% among 360,000 | O14786;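 active = inhibition or corrected inhibition above about 18%, plus a signal ratio from 0.5 to 1.5, limit read from the data, passing the limit was not always enough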; also: strong numbers were not always called active
Target sequence (O14786 whole entry, looked up): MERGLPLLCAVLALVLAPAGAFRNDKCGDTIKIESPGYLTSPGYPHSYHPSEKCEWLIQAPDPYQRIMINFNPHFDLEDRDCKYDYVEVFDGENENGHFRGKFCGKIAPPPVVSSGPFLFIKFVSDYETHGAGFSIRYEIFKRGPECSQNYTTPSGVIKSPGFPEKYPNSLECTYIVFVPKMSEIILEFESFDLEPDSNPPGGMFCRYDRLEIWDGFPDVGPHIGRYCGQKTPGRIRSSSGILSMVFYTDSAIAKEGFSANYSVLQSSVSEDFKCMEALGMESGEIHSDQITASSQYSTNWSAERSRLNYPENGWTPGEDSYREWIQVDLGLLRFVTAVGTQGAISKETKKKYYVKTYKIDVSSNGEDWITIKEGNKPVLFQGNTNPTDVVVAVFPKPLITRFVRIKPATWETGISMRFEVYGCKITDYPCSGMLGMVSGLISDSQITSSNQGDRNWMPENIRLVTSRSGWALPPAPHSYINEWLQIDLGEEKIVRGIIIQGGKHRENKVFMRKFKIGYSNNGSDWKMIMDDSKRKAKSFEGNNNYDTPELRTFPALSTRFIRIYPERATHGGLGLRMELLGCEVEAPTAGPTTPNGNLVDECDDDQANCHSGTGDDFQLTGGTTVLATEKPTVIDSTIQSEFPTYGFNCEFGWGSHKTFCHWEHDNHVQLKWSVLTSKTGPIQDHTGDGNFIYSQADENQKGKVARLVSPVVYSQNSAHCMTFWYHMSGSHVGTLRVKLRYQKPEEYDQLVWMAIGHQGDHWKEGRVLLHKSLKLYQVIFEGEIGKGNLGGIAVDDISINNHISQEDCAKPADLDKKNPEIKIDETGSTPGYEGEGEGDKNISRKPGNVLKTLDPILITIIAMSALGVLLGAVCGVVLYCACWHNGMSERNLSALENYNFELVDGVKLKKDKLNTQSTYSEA
eLon inh = inhibitors of E. coli Lon protease; P0A9M0; hit rate 0.42% among 360,000; purified E. coli Lon protease, fluorescence polarization; AID 602123; inhibition, % at 7.94 µM; in the data active = inhibition above about 13%, passing the limit was not always enough;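 also: 0% = enzyme with probe and DMSO and 100% = no enzyme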
TbMetRS inhib = Trypanosoma brucei MetRS inhibition; hit rate 0.4% among 360,000; purified T. brucei MetRS, ATP depletion, Kinase-Glo luminescence; AID 624268; inhibition, % at 11.9 µM;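 active = inhibition above a per-plate cutoff of the control wells' mean inhibition plus 3 SD, cut at about 5.5% in these data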;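 also: 0% = DMSO wells median and 100% = median of wells with control inhibitor compound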
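Dosing: 11.9 µM single point; system: parasite MetRS enzyme; technique: luminescence of leftover ATP; times: 15 min enzyme-compound preincubation, 2 h reaction, 10 min detection, 25 °C; replicates: each compound tested once; read-out basis: percent inhibition relative to median high and low control wells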
FAS TE block = FAS thioesterase (human) inhibition | P49327 | hit rate 0.67% among 360,000 | inhibition, % at 15 µM | AID 602261 | recombinant FAS-TE, OMFH fluorogenic substrate, fluorescence endpoint;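 active = compounds whose normalised, plate-corrected inhibition of enzyme fluorescence in the single-dose primary screen is 50% or more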;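 also: 0% = DMSO with enzyme and 100% = substrate without enzyme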
MT1-MMP act inh = blocks activation of human MT1-MMP | AID 651647 | HT1080 RFP-PRO-GFP cells, GFP/RFP ratio fluorescence, overnight; percent of plate control window, DMSO zero | GFP/RFP ratio change, % at 20 µM | hit rate 0.061% among 360,000;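 active = GFP/RFP ratio change of at least 30% with cell ATP level not reduced by more than half and red fluorescence within 50% of control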; also: strong numbers were not always called active
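Assay system: HT1080 RFP-PRO-GFP cells. Benchmarks: DMSO vehicle wells and RFP-L50D-GFP reporter cell wells. Times: overnight cell settling, then overnight compound exposure, 37 °C, 5% CO2. Compound: 20 µM single dose, 1% DMSO. Read-out basis: GFP/RFP fluorescence ratio.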
MLLE-PAM2 inh = inhibitors of microRNA-mediated deadenylation, human PABP1 MLLE binding; GST-MLLE / FITC-PAM2 fluorescence polarization; inhibition, % at 20 µM; hit rate 0.36% among 360,000; AID 588489; in the data active = inhibition above about 35%, passing the limit was not always enough;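 also: plate controls were DMSO wells with GST-MLLE for no effect and wells lacking GST-MLLE protein for full effect; some results filed as inactive read as strong as hits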
bovine MsrA act = bovine methionine sulfoxide reductase A activation; purified bovine MsrA, absorbance read-out; activation, % at 10.6 µM; hit rate 0.3% among 360,000; AID 602163; in the data active = activation above about 7.5%;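 also: 0% = vehicle and 100% = reference activator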
* marks the source's active call; other numbers are inactive results; / = not tested or not shown.

SMILES | MsrA inhibitor | SKN-1 block | NRP1-CendR mod | eLon inh | TbMetRS inhib | FAS TE block | MT1-MMP act inh | MLLE-PAM2 inh | bovine MsrA act
O=C(NC1CCCCC1)N1CCN(c2ccccc2Cl)CC1 | 0.8 | 4 | 5 | -2 | 0.4 | 0 | 1 | -2 | -1
COC(=O)[C@H]1C[C@H]1[C@@H](NC(=O)c1ccc[nH]1)c1ccccc1 | 0.3 | -5 | -5 | 15 | -0.5 | -5 | 3 | 16 | -13
C/C(CCc1ccc2c(c1)OCO2)=N\NC(=O)c1ccccc1Br | 0.1 | 3 | -3 | -6 | -0.6 | -3 | 4 | 7 | -7
Cc1cccc(NC(=O)COc2ccccc2C)n1 | -0.3 | 10 | 1 | -2 | -0.6 | -4 | 3 | 4 | -5
O=C(NNc1nc(-c2ccccc2)cs1)c1ccco1 | -1.0 | -4 | -3 | -3 | 1.2 | -2 | 12 | -31 | 0
Cc1ccc(NC(=O)C2CC(=O)N(CCc3ccccc3)C2)c(C)c1 (stereo not given) | -0.8 | -4 | -3 | 1 | -0.3 | -6 | 3 | 7 | -4
O=[N+]([O-])c1ccc2[nH]c3c(c2c1)CCCC3 | 1.0 | 4 | -4 | 9 | 0.0 | 24 | 6 | -11 | -3
CCc1ccc(Nc2ncc3c(n2)CC(c2ccco2)CC3=O)cc1 (stereo not given) | 1.7 | -16 | 4 | 2 | -0.1 | 3 | -4 | 1 | -2
Cc1ccc(NC(=S)N(CCN(C)C)Cc2cccs2)cc1 | 2.8 | 2 | 2 | -15 | -0.1 | 0 | -2 | 26 | -4
Cc1ccc(C(=O)OCC(=O)NCc2cc(C)c(O)c(C)c2)cc1S(=O)(=O)N1CCCCC1 | 1.4 | 7 | -4 | -7 | 0.7 | 11 | -3 | -10 | 1
Cc1cccc(C)c1NC(=O)CN(C)C(=O)CCc1nc2sc3c(c2c(=O)[nH]1)CCCC3 | -1.2 | -12 | -42 | -27 | -0.2 | -4 | -6 | -23 | 8.8*
C=CCNc1nc(C2(C)CC3(CC(C)OC3=O)C(=O)O2)cs1 (stereo not given) | 1.4 | -10 | 6 | 0 | -1.1 | -8 | -2 | 7 | -6
COc1ccc(CC(=O)OCC(=O)N2CCN(S(=O)(=O)c3ccc(C)cc3C)CC2)cc1OC | 1.5 | 4 | 1 | -6 | -0.5 | -2 | 9 | 2 | -9
COC(=O)c1ccc(OC(=O)c2cnccn2)cc1 | 0.6 | 1 | -9 | 4 | -0.7 | 0 | 0 | 18 | -8
CCC(=O)Nc1ccc(Oc2ccc3c(c2)C(=O)NC3=O)cc1 | 0.6 | 12 | 8 | 5 | -0.3 | -6 | 0 | -7 | 2
CC(C)(C)c1ccc(C(=O)N2CCN(c3ccc(N4CCOCC4)nn3)CC2)cc1 | -0.9 | -3 | 4 | -8 | -0.7 | -3 | 2 | 7 | -10
N#Cc1ccc(CN2CCN(C(=O)CNC(=O)Cc3ccccc3)CC2)cc1 | -1.2 | -8 | -8 | -3 | -0.7 | -5 | 0 | 9 | -13
CCCCCCOc1ccc(C(=O)O)cc1 | 0.9 | -8 | 7 | -3 | -0.6 | -3 | 2 | -1 | 0
O=C(COC(=O)c1c(Cl)ccc(Cl)c1Cl)NC1CCS(=O)(=O)C1 (stereo not given) | -1.6 | 5 | 8 | 15 | 2.3 | -3 | 1 | 0 | -4
O=C(Nc1ccc(Br)cc1)C(c1ccccc1)c1ccccc1 | -0.4 | 24 | -5 | -1 | 1.8 | 4 | 0 | -4 | -1
CCOC(=O)c1[nH]c2ccc(F)cc2c1NC(=O)C1=COCCO1 | 0.4 | 20 | -9 | -6 | -0.8 | 2 | 2 | 1 | -2
O=[N+]([O-])c1ccc(NCCNCCOc2nonc2-c2ccccc2)c([N+](=O)[O-])c1 | 1.4 | 10 | 3 | -5 | -0.7 | 26 | 12 | -1 | -9
O=C(Nc1ccc2c(c1)Cc1ccccc1-2)c1ccc(Br)o1 | 0.9 | -7 | -48 | -8 | -0.7 | 20 | 2 | 5 | 0
CC(C(=O)NC(=O)NC1CCCCC1)N(C)CC(=O)Nc1ccc(F)c(F)c1F (stereo not given) | -0.6 | 0 | 1 | 3 | -0.5 | 9 | -6 | 1 | -3
CC(C)CCC(C)NC(=O)c1ccc2nccnc2c1 (stereo not given) | 0.5 | -3 | -24 | -5 | -0.4 | 4 | -5 | -11 | -3
(next part)
SMILES | MsrA inhibitor | SKN-1 block | NRP1-CendR mod | eLon inh | TbMetRS inhib | FAS TE block | MT1-MMP act inh | MLLE-PAM2 inh | bovine MsrA act
O=C(Nc1cccc(Cl)c1)O/N=C\c1ccncc1 | -0.8 | 10 | -3 | -11 | 0.1 | -4 | -3 | -1 | -1
CC(C)OC(=O)C1CC=CCC1C(=O)Nc1ccc(Cl)cc1 (stereo not given) | -0.6 | 5 | -2 | -2 | -1.1 | 4 | -1 | -12 | -10
COCCNC(=O)Cn1cc2c(n1)CCCCC2 | 0.5 | 3 | -9 | -3 | 0.2 | -4 | -2 | 4 | -4
CC1CCCC(NC(=O)c2cc(S(=O)(=O)N3CCCCC3)ccc2Cl)C1C (stereo not given) | -0.2 | -10 | 17 | -9 | -0.3 | 6 | -4 | 3 | -2
CCOc1ccc(N=C2SCCCN2C(=O)c2c(CC)noc2C)cc1 | 0.8 | 17 | -11 | 5 | 0.0 | 5 | -1 | -32 | 2
Cc1ccc(S(=O)(=O)NC2(C(F)(F)F)NC(=O)N(c3ccc(F)cc3)C2=O)cc1 (stereo not given) | 0.2 | -2 | -7 | 6 | -1.0 | -4 | -2 | -3 | -1
COc1ccccc1N1CCN(C(=O)c2onc(C)c2Cl)CC1 | -0.8 | 3 | 3 | 9 | -0.4 | 1 | -3 | -8 | -2
O=C(c1ccc(Cl)cc1)N1CCN(CCc2ccccn2)CC1 | 0.3 | -7 | 4 | -1 | -1.0 | -2 | -2 | -2 | -1
COc1cccc(C(c2sc3nc(C)nn3c2O)N2CCN(C(=O)c3ccco3)CC2)c1 (stereo not given) | -0.2 | -5 | -5 | -3 | -0.8 | -3 | 1 | 12 | -4
Cc1ccc(NNC(=O)c2c(C)noc2C)cc1Cl | -0.8 | -7 | 8 | -7 | 1.4 | 0 | 2 | 21 | -3
CC(=O)Nc1ccc(S(=O)(=O)NCC(=O)Nc2ccc3c(c2)OCO3)cc1 | -1.6 | -11 | 6 | -4 | -0.1 | -6 | 1 | 4 | -3
O=C(O)c1cc2c(cc1NC(=O)c1ccccc1OC(F)F)OCCCO2 | 0.0 | 21 | 2 | 13 | -0.5 | -7 | 2 | -4 | -2
O=C(CSc1cccc[n+]1[O-])NC1CCCCCCC1 | -0.3 | -2 | 4 | -1 | -0.8 | -6 | -4 | 10 | -6
O=C(Nc1ccc(Cl)cc1)Nc1nnc(CSCc2ccccc2Cl)s1 | -0.1 | 6 | 0 | -4 | -0.9 | 4 | 0 | -11 | -3
Cc1ccc(CSc2nc3ccccc3c(=O)n2C)cc1 | 0.9 | -3 | 1 | 0 | -0.3 | 16 | -6 | 4 | -3
COc1ccc(C(=O)OCc2ccccc2F)cc1S(=O)(=O)N1CCCC1 | 1.8 | 1 | -6 | -7 | -0.4 | 22 | 10 | 2 | -4
O=C(COC(=O)/C=C/c1ccc(C(F)(F)F)cc1)NC1CC1 | -0.6 | 1 | -1 | -2 | -0.3 | -3 | 4 | -4 | -3
CN(CCc1cnn(C)c1)Cc1nc(Cc2ccccc2)no1 | 0.6 | -9 | 12 | 3 | -0.9 | -3 | 1 | -7 | 10*
CC(=O)N1CCc2cc(S(=O)(=O)NCCC3=CCCCC3)ccc21 | -0.5 | 3 | 5 | 6 | -1.9 | 5 | -7 | 7 | -5
Cc1cc(=O)oc2cc(OCC(=O)NCc3ccncc3)ccc12 | 1.8 | 1 | 4 | -3 | -0.4 | -9 | 8 | 14 | -1
Cc1ccc(S(=O)(=O)NCC(=O)NCc2cc(=O)n(C)c(=O)n2C)cc1 | -1.1 | 2 | 5 | 2 | -0.2 | -9 | 5 | 2 | -2
Cc1nc(N2CCN(C)CC2)c2sc(=S)n(C)c2n1 | / | -3 | 0 | -4 | 2.3 | 1 | 1 | 2 | -6
CCc1ccc(C(=O)NNC(=O)CN2C(=O)NC3(CCCC3)C2=O)cc1 | -0.6 | -13 | 6 | -6 | -0.3 | -8 | -1 | -10 | -4
COc1ccc(CN2CCNC(=O)C2CC(=O)NC2Cc3ccccc3C2)c(OC)c1 (stereo not given) | -0.3 | 10 | -8 | -2 | -0.2 | -5 | -3 | 11 | -3
COc1ccccc1-c1nnc(SCC(=O)c2c(N)n(C3CC3)c(=O)[nH]c2=O)n1C | 0.4 | -11 | 4 | -1 | -0.4 | -5 | 4 | -4 | -3

One compound at a time (already shown). Order of screens: MsrA inhibitor, SKN-1 block, NRP1-CendR mod, eLon inh, TbMetRS inhib, FAS TE block, MT1-MMP act inh, MLLE-PAM2 inh, bovine MsrA act
Record of COCCNC(=O)Cn1cc2c(n1)CCCCC2 = 0.5, 3, -9, -3, 0.2, -4, -2, 4, -4
Record of CC(=O)N1CCc2cc(S(=O)(=O)NCCC3=CCCCC3)ccc21 = -0.5, 3, 5, 6, -1.9, 5, -7, 7, -5

Printed as active in bovine MsrA act (from the list above):
SMILES | MsrA inhibitor | SKN-1 block | NRP1-CendR mod | eLon inh | TbMetRS inhib | MT1-MMP act inh | MLLE-PAM2 inh | bovine MsrA act
Cc1cccc(C)c1NC(=O)CN(C)C(=O)CCc1nc2sc3c(c2c(=O)[nH]1)CCCC3 | -1.2 | -12 | -42 | -27 | -0.2 | -6 | -23 | 8.8*
CN(CCc1cnn(C)c1)Cc1nc(Cc2ccccc2)no1 | 0.6 | -9 | 12 | 3 | -0.9 | 1 | -7 | 10*

4 of these compounds, set out differently.
canonical_smiles: CC1CCCC(NC(=O)c2cc(S(=O)(=O)N3CCCCC3)ccc2Cl)C1C (stereo not given)
- MsrA inhibitor = -0.2
- SKN-1 block = -10
- NRP1-CendR mod = 17
- eLon inh = -9
- TbMetRS inhib = -0.3
- FAS TE block = 6
- MT1-MMP act inh = -4
- MLLE-PAM2 inh = 3
- bovine MsrA act = -2

canonical_smiles: CCOc1ccc(N=C2SCCCN2C(=O)c2c(CC)noc2C)cc1
- MsrA inhibitor = 0.8
- SKN-1 block = 17
- NRP1-CendR mod = -11
- eLon inh = 5
- TbMetRS inhib = 0.0
- FAS TE block = 5
- MT1-MMP act inh = -1
- MLLE-PAM2 inh = -32
- bovine MsrA act = 2

canonical_smiles: Cc1ccc(S(=O)(=O)NC2(C(F)(F)F)NC(=O)N(c3ccc(F)cc3)C2=O)cc1 (stereo not given)
- MsrA inhibitor = 0.2
- SKN-1 block = -2
- NRP1-CendR mod = -7
- eLon inh = 6
- TbMetRS inhib = -1.0
- FAS TE block = -4
- MT1-MMP act inh = -2
- MLLE-PAM2 inh = -3
- bovine MsrA act = -1

canonical_smiles: COc1ccccc1N1CCN(C(=O)c2onc(C)c2Cl)CC1
- MsrA inhibitor = -0.8
- SKN-1 block = 3
- NRP1-CendR mod = 3
- eLon inh = 9
- TbMetRS inhib = -0.4
- FAS TE block = 1
- MT1-MMP act inh = -3
- MLLE-PAM2 inh = -8
- bovine MsrA act = -2

Look-ups from the results shown.
eLon inh with Cc1cc(=O)oc2cc(OCC(=O)NCc3ccncc3)ccc12 stands at -3
bovine MsrA act with Cc1ccc(CSc2nc3ccccc3c(=O)n2C)cc1 stands at -3

Source: PubChem (several laboratories)
